# Screens: PubChem, several laboratories
# hcDAF-12 act – activators of H. contortus DAF-12 nuclear receptor | HEK293 hcDAF-12 lit1-tk-luc reporter, luminescence; 0% DMSO, 100% Δ7-dafachronic acid | activation, % at 6.8 µM | actives 1.4% (n = 370,000) | AID 652067;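 active means activation above the mean of all tested compounds plus 3 SD, cut at about 5.5% in these data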;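 further: 100% = response to 3 µM Δ7-dafachronic acid high control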
# DAX1 inh-1 – inhibitors of human orphan nuclear receptor DAX1 (NR0B1); HEK293 Gal4-DAX1 luciferase reporter, luminescence; inhibition, % at 6.75 µM; actives 0.99% (n = 340,000); AID 504766;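 active means inhibition above the mean over all tested compounds plus 3 SD, cut at about 4.2% in these data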;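 further: 0% = DAX1-transfected cells with DMSO and 100% = empty-vector control cells with DMSO; inhibition shows as a rise in luminescence from relieved DAX1 repression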
# hgDAF-12 ag – activates the H. glycines DAF-12 receptor ligand-binding domain; HEK293 GAL4-hgDAF12 UAS-luciferase reporter, agonist luminescence; normalized to butyrate control; activation, % at 6.8 µM; actives 1.8% (n = 370,000); AID 687014;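 active means activation above a cutoff set at the mean of all screened compounds plus 3 SD, cut at about 10% in these data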;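 further: 0% = DMSO wells and 100% = sodium butyrate wells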
# DAX1 inh-2 – inhibitors of DAX1 repression of SF-1 activated StAR promoter; HEK293T StAR-luciferase reporter, SF-1/DAX-1 repression relief; inhibition, % at 6.8 µM; actives 1.1% (n = 370,000); AID 652010;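 active means inhibition above the mean over all tested compounds plus 3 SD, cut at about 3.6% in these data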;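 further: 0% = DAX-1 cells with DMSO and 100% = cells lacking DAX-1 with DMSO; higher inhibition means more luminescence from relief of DAX-1 repression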
# MBD2 DNA inh – blocks human MBD2 binding to methylated DNA; Q9UBB5; TR-FRET, MBD2 binding to methylated oligonucleotide; inhibition, % at 4.4 µM; actives 0.31% (n = 370,000); in the data active means inhibition above about 13%
# Target sequence (Q9UBB5 whole entry, looked up): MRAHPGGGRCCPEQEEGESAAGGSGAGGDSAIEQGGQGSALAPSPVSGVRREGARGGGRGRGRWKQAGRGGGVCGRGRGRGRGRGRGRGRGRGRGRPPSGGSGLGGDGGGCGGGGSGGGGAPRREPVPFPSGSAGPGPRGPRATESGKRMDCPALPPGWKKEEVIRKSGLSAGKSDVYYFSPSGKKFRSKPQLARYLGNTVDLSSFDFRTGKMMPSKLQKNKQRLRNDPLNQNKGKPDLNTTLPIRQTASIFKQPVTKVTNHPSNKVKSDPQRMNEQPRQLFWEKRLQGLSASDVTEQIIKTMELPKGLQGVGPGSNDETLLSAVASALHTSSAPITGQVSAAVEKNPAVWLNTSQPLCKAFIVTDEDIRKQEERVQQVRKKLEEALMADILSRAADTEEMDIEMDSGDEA
# NR1D1 modulator – Rev-erb alpha (human) modulation | activity, % at 10 µM | actives 0.79% (n = 370,000) | P20393 | AID 1259318 | Rev-erbα–FITC-DNA binding, fluorescence polarization, 90 min;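 active means activity above about 14%, limit read from the data; passing the limit was not always enough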;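 further: 0% = DMSO wells with 35 nM protein and 100% = DMSO wells with 750 nM protein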
# Target sequence (P20393 whole entry, looked up): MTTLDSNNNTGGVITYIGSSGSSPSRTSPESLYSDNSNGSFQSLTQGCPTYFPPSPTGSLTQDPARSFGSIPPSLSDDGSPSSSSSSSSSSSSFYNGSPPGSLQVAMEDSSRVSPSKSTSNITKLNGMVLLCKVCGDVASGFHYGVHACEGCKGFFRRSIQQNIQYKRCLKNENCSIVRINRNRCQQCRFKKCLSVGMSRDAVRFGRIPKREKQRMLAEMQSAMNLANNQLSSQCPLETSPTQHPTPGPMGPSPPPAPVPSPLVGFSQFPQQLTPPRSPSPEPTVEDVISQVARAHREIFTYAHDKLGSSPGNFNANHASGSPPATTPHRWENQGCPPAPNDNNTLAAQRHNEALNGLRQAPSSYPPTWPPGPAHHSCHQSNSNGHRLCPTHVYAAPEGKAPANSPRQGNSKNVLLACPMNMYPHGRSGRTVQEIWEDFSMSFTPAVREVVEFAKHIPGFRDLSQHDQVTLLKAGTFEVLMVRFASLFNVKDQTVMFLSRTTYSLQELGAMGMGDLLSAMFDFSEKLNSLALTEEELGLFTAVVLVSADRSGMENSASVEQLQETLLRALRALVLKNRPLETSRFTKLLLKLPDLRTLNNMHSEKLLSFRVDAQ
# SMARCA2 act – increases SMARCA2 function in MMTV reporter cells; MG213 cells, MMTV-luciferase reporter, dexamethasone, overnight; activation, % at 9.1 µM; AID 652017; actives 1% (n = 370,000); in the data active means activation above about 7.8%;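 further: 0% = vehicle wells and 100% = reference activator wells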
# PLC-beta3 inh – PLC-beta3 (human) inhibition, primary screen | inhibition, % at 12.2 µM | actives 0.18% (n = 370,000) | Purified PLC-beta3, fluorogenic substrate, fluorescence | Q01970; in the data active means inhibition above about 11%;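 further: 0% = median of compound wells on plate and 100% = full blocker control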
# ADAM17 inh – inhibitors of human ADAM17 | P78536 | recombinant ADAM17, EDANS/DABCYL FRET peptide cleavage | inhibition, % at 6.95 µM | actives 0.83% (n = 370,000);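 active means inhibition above the mean of compounds lying between control limits plus 3 SD, set per campaign, cut at about 8.5% in these data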;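 further: 0% = DMSO-only wells as the low control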
# PLCg1 inh – PLC-gamma1 (human) inhibition, primary screen. P19174. purified PLC-gamma1, fluorogenic substrate, fluorescence. inhibition, % at 12.2 µM. actives 0.84% (n = 370,000); in the data active means inhibition above about 9.5%
# ssDAF-12 act – activators of S. stercoralis DAF-12 nuclear receptor; activation, % at 6.8 µM; AID 652126; actives 1% (n = 370,000); HEK293 ssDAF-12/GRIP1 lit1-tk-luc reporter, luminescence; % of 3 µM dafachronic acid response;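 active means activation above the mean over all tested compounds plus 3 SD, cut at about 0.9% in these data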;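 further: 0% = DMSO-only wells and 100% = 3 µM delta7-dafachronic acid wells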
# An asterisk follows results filed as active; · = not tested or not shown.
SMILES,hcDAF-12 act,DAX1 inh-1,hgDAF-12 ag,DAX1 inh-2,MBD2 DNA inh,NR1D1 modulator,SMARCA2 act,PLC-beta3 inh,ADAM17 inh,PLCg1 inh,ssDAF-12 act
C=C(C1=CCN(S(=O)(=O)C(C)(C)C)[C@H]1CCO)c1ccccc1,-0.3,5.8*,-1.0,-0.9,-1,0,4,0,4,1,-0.8
N=C1/C(=C\c2ccc(Br)o2)C(=O)N=C2SC(CC(=O)N3CCOCC3)=NN12,0.8,-0.5,0.9,0.5,0,-7,-3,-33,-6,-19,-0.6
Cc1cc(C)n(-c2ccc(Cl)c(C(=O)OCC(N)=O)n2)n1,0.2,1.4,-1.6,-0.1,3,1,4,5,-2,2,-1.3
NCCCNC(=O)c1ccc(/C=N/O)nc1,-1.0,0.3,-0.3,0.5,-6,-1,-1,-5,-5,3,-1.8
CN(C(=O)C1CCOC1)c1nnc(-c2cnccn2)s1 (stereo unspecified),0.2,-0.7,2.5,0.9,-1,0,-3,-11,-8,-3,-0.5
CCOc1ccc(Cc2c(Cl)nc(SC)nc2OC)cc1,-0.2,-0.5,-1.1,-0.2,-4,0,-1,-1,-4,0,-1.3
Cc1ccc(NC(=O)CCCN2C(=O)NC(C)(C)C2=O)cc1,0.3,0.6,-0.3,2.5,4,-4,-1,-8,0,-3,-1.2
Cc1ccc(S(=O)(=O)N(CC(O)CN(C)C)c2ccccc2)cc1 (stereo unspecified),-0.4,0.5,-0.5,0.1,2,3,-1,2,-1,-4,-0.9
Cn1c(SCC(=O)c2ccc3c(c2)Cc2ccccc2-3)nnc1-c1cccc(N)c1,-1.2,-0.1,-1.8,-0.2,0,-4,-2,2,2,2,-0.6
Cc1ccc(NC(=O)CCc2c(C)nn(-c3ccc(N4CCOCC4)nn3)c2C)c(C)c1,-1.6,0.4,1.6,-0.3,0,0,0,-12,0,-2,-1.2
c1ccc2oc(-c3[nH]ncc3CN3CCC(N4CCSCC4)CC3)cc2c1,0.0,0.9,-3.3,1.2,-2,0,1,2,0,2,-1.9
Cc1csc(NC(=O)CCc2ccc(S(=O)(=O)N3CCOCC3)cc2)n1,-2.0,-0.9,0.2,-0.7,-6,7,0,-1,-3,2,-1.0
COC(=O)c1ccc(-c2noc(CN(Cc3ccccn3)CC3CCCO3)n2)cc1 (stereo unspecified),-0.4,0.1,1.1,-0.5,-2,4,0,4,-2,2,-0.7
Cc1noc(C)c1COC(=O)c1cc(C)n(-c2ccccc2)c1C,-1.4,-1.1,4.6,-0.7,-2,1,3,3,3,0,-1.7
CN(C(=O)c1cccc(NC(=O)Cc2ccc(NC(=O)C3CCCN(C(=O)C4CC4)C3)cc2)c1)C1CC1 (stereo unspecified),0.9,0.5,0.3,0.4,6,6,-2,0,-2,0,-0.9
O=C1c2ccccc2C(=O)N1CN(C(=O)COc1ccccc1)c1ccc(F)cc1,0.1,-0.1,-1.1,-0.3,-6,1,0,6,1,5,-1.4
COc1cc(C(=O)N2CCOC23CCN(Cc2ccccc2)CC3)cc(OC)c1OC,-0.9,2.7,-1.3,1.7,6,-6,-2,-6,-3,-4,-0.8
COc1cc2ccccc2cc1C(=O)Nc1ccc(N2CCOCC2)cc1,1.4,-1.6,1.0,0.3,3,0,-1,-19,-27,-19,-0.1
CC(C)CCSc1ncnc2c1oc1nc3c(cc12)COC(C)(C)C3,1.2,0.4,2.4,-0.4,0,0,-3,1,1,11*,-0.8
CCCCOC1CC(c2ccc(OCc3ccc(OC)cc3)c(OC)c2)N(C)O1 (stereo unspecified),-1.3,-1.1,-0.6,-0.1,0,-1,-3,2,2,-2,-1.2
O=C(N[C@H](C(=O)N1CCC[C@H]1C(=O)NCCc1ccccc1Cl)c1ccccc1)c1ccc(Cl)cc1Cl,0.2,·,-1.5,-0.7,-3,-4,-1,5,2,3,-1.2
O=C(C1CCCN(Cc2ccccc2)C1)N1CCc2ccccc2C1 (stereo unspecified),-0.2,0.7,-0.4,0.8,-5,-5,2,5,-1,-3,-1.1
CCC(=O)N1CCC1(C)C(=O)NS(=O)(=O)c1cccc(C#N)c1 (stereo unspecified),-0.9,·,1.7,-1.0,4,-1,-2,3,-2,3,-1.1
Cc1cccc(NS(=O)(=O)c2ccc(NS(=O)(=O)c3cccs3)cc2)c1,-0.4,1.4,-0.9,-0.4,-1,-8,-2,-6,0,-3,-1.1
CCCCc1ccc(NC(=O)Cn2c(=O)c(N3CCCCC3)c(N)n(C)c2=O)cc1,-0.2,1.2,-2.0,0.3,-1,7,0,3,-1,-3,-0.4
COc1ccc(/C=N/NC(=O)CC(=O)NCc2cccnc2)cc1,-1.0,0.6,-0.6,-0.5,-5,-7,1,1,-3,-1,0.0
COCCNc1nc(NCc2cccc(OC)c2OC)c2sccc2n1,-3.0,·,0.8,-2.1,2,-10,-2,0,-2,0,-1.5
C[C@@H]1Cc2[nH][nH]c(=O)c2[C@H](c2ccc(Cl)cc2)O1,0.9,·,0.3,-0.3,-3,1,-3,0,-4,-1,-0.8
Cc1ccc(OC(C)C)c(CN(CCO)CCO)c1,-0.2,-0.1,-0.2,-0.3,2,-5,1,1,0,1,-1.2
O=C(CCc1ccccc1)NNC(=O)c1ccccc1Cl,-2.2,0.2,-0.5,0.1,-1,-1,0,1,0,3,-1.4

# Quoted at random: 3 entries already listed, in no set order.
SMILES,hcDAF-12 act,DAX1 inh-1,hgDAF-12 ag,DAX1 inh-2,MBD2 DNA inh,NR1D1 modulator,SMARCA2 act,PLC-beta3 inh,ADAM17 inh,PLCg1 inh,ssDAF-12 act
O=C(C1CCCN(Cc2ccccc2)C1)N1CCc2ccccc2C1 (stereo unspecified),-0.2,0.7,-0.4,0.8,-5,-5,2,5,-1,-3,-1.1
CCCCc1ccc(NC(=O)Cn2c(=O)c(N3CCCCC3)c(N)n(C)c2=O)cc1,-0.2,1.2,-2.0,0.3,-1,7,0,3,-1,-3,-0.4
Cc1ccc(OC(C)C)c(CN(CCO)CCO)c1,-0.2,-0.1,-0.2,-0.3,2,-5,1,1,0,1,-1.2

# Continuation.
SMILES,hcDAF-12 act,DAX1 inh-1,hgDAF-12 ag,DAX1 inh-2,MBD2 DNA inh,NR1D1 modulator,SMARCA2 act,PLC-beta3 inh,ADAM17 inh,PLCg1 inh,ssDAF-12 act
CCc1ccc(OCC(=O)NC(NC(=S)Nc2ccccc2)C(Cl)(Cl)Cl)cc1 (stereo unspecified),-0.4,-0.3,0.1,0.4,3,-2,-3,0,-2,2,-1.0
CCCCC(CCc1ccccn1)C(=O)c1ccccc1 (stereo unspecified),0.8,0.1,3.2,-1.6,2,-4,4,2,-1,0,-1.0
CC(=O)O[C@]1(C(C)=O)CC[C@H]2[C@@H]3C=CC4=CC(=O)C=C[C@]4(C)[C@H]3CC[C@@]21C,-0.8,-1.0,-1.4,-0.6,1,-4,-3,-17,-3,-8,-1.9
O=C(Cc1ccsc1)NNC(=O)c1ccccc1Cl,2.3,1.4,-0.1,1.5,1,3,0,1,-1,-1,0.2
COc1cc(CC(=O)Nc2cc(S(C)(=O)=O)ccc2Cl)cc(OC)c1OC,-0.8,1.3,0.0,-0.6,2,6,2,-5,0,0,-1.3
Cc1cc(-c2ccccc2)n(-c2ccc(C(=O)N3CCN(c4ncccn4)CC3)cc2)n1,-2.4,-1.4,-3.4,-1.1,0,-6,-3,-5,2,7,-1.6
CCCCCNC(=O)c1nc(-c2c(F)cccc2F)oc1-c1ccccc1,-1.6,·,-1.3,-1.6,0,2,-2,4,4,6,-1.4
CN(Cc1ccccc1)CC(O)COc1ccc(CNCCCOc2cccnc2)cc1 (stereo unspecified),-1.0,1.3,3.6,0.7,2,-7,-2,-2,-4,3,-1.0
COC(=O)c1c(NC(=O)CN2C(=O)C(=O)N(CC(C)C)C2=O)sc2c1CCCCC2,-1.1,-1.9,-0.6,1.0,-6,9,-3,-3,1,-1,-1.3
COc1ccc(CCN(C)C(=O)CSc2nc3ncc(Cl)cc3[nH]2)cc1OC,-1.6,1.3,-1.4,-0.3,-4,-5,1,2,-1,0,-0.9
Cc1cccc(OCC(=O)NCCNC(=O)c2cccnc2)c1,-4.0,1.4,-1.7,0.0,-7,-1,2,-3,3,6,-1.3
CC[C@]12c3[nH]c4ccc(OC)cc4c3CCN1C(=O)C(CC(=O)NCc1ccco1)C[C@@H]2C(=O)N1CCN(C(=O)C2CC2)CC1 (stereo partly specified),-0.3,0.7,2.2,0.5,-2,1,1,-3,-2,-5,-0.8
COCc1[nH]nc2c1C(c1cc(OC)c(O)c(OC)c1)C(C#N)=C(N)O2 (stereo unspecified),-0.1,0.1,-0.5,0.3,-3,4,-1,2,-3,-3,-1.6
CC1CCCC(NS(=O)(=O)c2ccc3c(c2)OCCO3)C1C (stereo unspecified),-1.0,0.8,-1.0,-0.5,1,-4,-3,-1,-2,0,-1.3
Cc1nc2ccc(NC(=O)c3cc(F)cc(F)c3)cc2c(=O)[nH]1,0.9,·,-1.1,-0.4,0,1,-5,-11,-9,-9,-1.3
C=CCC(=O)N1CCC(n2nccc2NC(=O)CCOc2ccccc2)CC1,2.2,0.4,3.7,2.8,0,4,0,-2,-1,7,-1.1
COc1ccc(NC(=O)CCNC(=O)Cn2ccc3ccccc3c2=O)cc1Cl,-0.4,2.1,0.5,-0.3,3,0,5,-1,0,5,-0.8
Cc1ccc2c(n1)sc1c(-c3ccccc3)c(C#N)c(N)nc12,2.0,0.3,-0.5,-0.6,-5,49*,-2,-77,-62,-61,-0.7
c1ccc(Cn2nnnc2CN2CCN(c3ncccn3)CC2)cc1,-2.6,0.1,-0.6,0.0,3,0,-3,1,2,2,-0.7
COc1ccc(NC(=O)C2C3CCC(C3)C2C(=O)O)cc1OC (stereo unspecified),-1.0,-0.4,-0.5,-0.5,-1,2,1,-5,-8,18*,-1.0
OCC(O)CN1CCCC1 (stereo unspecified),1.8,·,-0.3,0.7,-2,-1,-3,-9,2,1,-1.4
COc1ccc(Cn2cc(CN3CC(N4CCN(C5CCN(C)CC5)CC4)CS3(=O)=O)nn2)cc1 (stereo unspecified),-0.2,·,-1.3,7.6*,9,-8,6,4,1,4,-1.4
Fc1ccc(F)c(NC2=NCCCCC2)c1,-1.6,-0.1,1.3,0.2,-4,0,-2,-6,1,1,-0.7
CN(C)C(CNC(=O)c1cccc(C#N)c1)c1ccco1 (stereo unspecified),-1.5,-0.5,2.1,-0.5,5,-5,-3,-3,-3,0,-1.7
O=C(COC(=O)c1ccc(O)cc1O)NC1CCCCCC1,-2.0,-0.7,-1.2,-4.0,20*,-5,-3,-4,0,0,-1.7
CCn1c(SCC(=O)Nc2oc(C)c3c(C)n[nH]c(=O)c23)nnc1-c1ccco1,-1.3,-1.2,-1.6,-1.0,-6,-6,-2,-1,-4,1,-0.4
COc1ccc(NC(=O)c2ccccc2NC(=O)C2CCCO2)cc1 (stereo unspecified),2.7,0.6,5.3,1.2,4,-4,3,0,-4,-4,-0.6
Cc1ccc(-c2cc(C(=O)N/N=C/c3ccc(F)cc3)n[nH]2)o1,-0.7,-0.4,1.3,-0.5,6,6,3,-5,0,-2,-1.1
COc1ccc(Br)cc1/C=N/Nc1cccc(C(=O)O)c1,0.9,-0.3,0.2,1.3,2,6,2,-5,0,-5,-0.2
